NSD2 HMT inh = inhibitors of human histone methyltransferase NSD2 | O96028 | NSD2 peptide methylation, AlphaScreen, 120 min | inhibition, % at 12.5 µM | 310,000 tested, 0.54% active | AID 743445; in the data active = inhibition above about 50%
DAGLB inh = diacylglycerol lipase beta (human) inhibition. 340,000 tested, 0.059% active. inhibition, % at 5.17 µM. Q8NCG7. HEK293T DAGLB membrane lysate, EnzChek fluorogenic substrate; in the data active = inhibition above about 34%;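 also: 0% = enzyme with vehicle and 100% = wells lacking enzyme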
Arrestin-AP2 inh = human beta-arrestin and AP2 interaction inhibition; FITC-arrestin peptide / GST-AP2 beads, flow cytometry; AP2 beta2 appendage carries R879A mutation; inhibition, % at 10 µM; 340,000 tested, 0.31% active;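 active = inhibition above a set limit, near 3 SD of compounds lacking own fluorescence, cut at about 54% in these data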;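 also: plate controls were DMSO wells for no effect and 5 µM unlabelled arrestin peptide for full effect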
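test system = AP2 appendage R879A on GSH beads | buffer or medium = PBS plus Tween 20 (0.05%) and BSA (0.1%) | incubation = 12 min plus 1 h, RT | detection = bead flow cytometry, FITC channel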
Keap1-Nrf2 PPI = inhibitors of human Keap1-Nrf2 protein-protein interaction. Keap1 Kelch-Nrf2 peptide fluorescence polarization, 1536-well. Q14145. AID 504523. 340,000 tested, 0.15% active. inhibition, % at 9.4 µM; in the data active = inhibition above about 12%;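 also: human Keap1 Kelch domain with fluorescein labeled Nrf2 9mer peptide probe; 0% = neutral control wells and 100% = peptide positive control; higher means more block of Keap1 binding to Nrf2 peptide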
CAL PDZ FP-1 = human CAL PDZ-peptide interaction inhibition; Q9HD26; purified CAL PDZ, TMR-peptide fluorescence polarization, 1 h; inhibition, % at 20 µM; 330,000 tested, 0.02% active; AID 504414;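 active = highest replicate inhibition of at least 40%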;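 also: plate controls were DMSO neutral control wells for no effect and unlabeled competitor peptide control wells for full effect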
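Test system: tagged CAL PDZ domain / Buffer or medium: sodium phosphate/NaCl buffer pH 7.4 with TCEP, IgG, Thesit / Reagent: TMR-labelled reporter peptide T*-PRC34 bound in PDZ groove / Compound dosing: single point, 20 µM / Schedule: 1 h incubation at room temperature before polarization reading / Technique: fluorescence polarization (mP) / Benchmarks: unlabelled peptide, DMSO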
LANA DNA inh = blocks KSHV LANA C-terminal domain binding to DNA; MBP-C-LANA/FAM-LBS DNA binding, fluorescence polarization; 340,000 tested, 0.078% active; AID 504423; inhibition, % at 9 µM;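 active = highest replicate inhibition at or above 60% at 9 µM, even if other replicates fall short; inactive = all replicates below 60% inhibition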;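 also: 0% = neutral control wells and 100% = 4 µM acridine orange control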
DSG3 Ab inh = human desmoglein-3 autoantibody binding inhibition; P32926; DSG3-coupled beads, scFv-anti-DSG3-GFP binding, flow cytometry; stronger effect = lower value; binding (percent of control), % at 10 µM; 310,000 tested, 0.48% active; AID 588358;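 active = binding more than 3 SD below its plate's average and above zero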;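 also: hits lower antibody fragment binding to DSG3; some compounds called inactive have numbers as strong as hits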
Target sequence (P32926 whole entry, looked up, the tested form may be a part): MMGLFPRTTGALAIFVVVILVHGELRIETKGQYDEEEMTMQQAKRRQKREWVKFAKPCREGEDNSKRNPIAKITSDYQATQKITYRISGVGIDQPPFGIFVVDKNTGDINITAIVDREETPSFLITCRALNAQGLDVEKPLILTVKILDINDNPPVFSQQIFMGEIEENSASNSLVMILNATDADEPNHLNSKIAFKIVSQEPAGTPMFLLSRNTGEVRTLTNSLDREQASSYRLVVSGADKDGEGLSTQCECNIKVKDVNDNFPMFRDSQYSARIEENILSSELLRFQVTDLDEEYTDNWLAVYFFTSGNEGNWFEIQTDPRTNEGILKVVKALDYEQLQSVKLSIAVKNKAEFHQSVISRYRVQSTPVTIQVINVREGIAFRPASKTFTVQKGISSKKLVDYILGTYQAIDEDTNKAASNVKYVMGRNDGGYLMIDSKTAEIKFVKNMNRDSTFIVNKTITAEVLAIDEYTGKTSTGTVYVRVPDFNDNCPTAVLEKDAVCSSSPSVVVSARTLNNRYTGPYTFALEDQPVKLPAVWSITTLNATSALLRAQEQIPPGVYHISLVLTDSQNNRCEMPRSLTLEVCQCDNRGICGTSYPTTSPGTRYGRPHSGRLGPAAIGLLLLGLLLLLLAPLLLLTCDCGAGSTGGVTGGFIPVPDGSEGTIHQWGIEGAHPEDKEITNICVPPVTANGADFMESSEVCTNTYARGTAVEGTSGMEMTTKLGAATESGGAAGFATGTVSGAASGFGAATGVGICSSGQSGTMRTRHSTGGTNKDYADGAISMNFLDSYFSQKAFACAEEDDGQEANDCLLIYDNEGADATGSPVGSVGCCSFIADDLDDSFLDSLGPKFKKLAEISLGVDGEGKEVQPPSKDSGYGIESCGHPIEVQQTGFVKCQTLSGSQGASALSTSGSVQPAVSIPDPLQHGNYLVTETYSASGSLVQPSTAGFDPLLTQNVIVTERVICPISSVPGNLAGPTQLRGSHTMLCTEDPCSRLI
CAL PDZ FP-2 = CAL PDZ (human) peptide binding inhibition. Q9HD26. purified CAL PDZ, TMR-peptide fluorescence polarization, 1 h. 300,000 tested, 0.92% active. AID 602252. inhibition, % at 24.9 µM;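 active = mean inhibition of at least 30% with at least half of replicates also reaching 30%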;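 also: 0% = DMSO neutral control and 100% = excess unlabeled competitor peptide PRC23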
V-ATPase pHluor = regulators of yeast V-ATPase proton transport; AID 504577; response, % at 10 µM; S. cerevisiae, pHLuorin cytosolic pH fluorescence; 350,000 tested, 0.37% active; in the data active = response mostly above about 7.3%, no sharp cut-off; inactive = mostly below about 5.4%; also: actives read high; inactives centre near 0; some compounds called inactive have numbers as strong as hits
RTF Ca sens inh = cardiac RTF calcium desensitization; P19429+P45379; IANBD-labeled cardiac RTF, Ca2+ fluorescence; inhibition, % at 7.15 µM; 340,000 tested, 0.12% active; AID 493244;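 active = inhibition above the mean inhibition of all tested compounds plus 3 SD, cut at about 17% in these data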;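 also: assay run at fixed EC70 calcium of 1.6 mM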
The depositor's hits bear a star; x = not tested or not shown. A portion of the library; count on the stated rates, not on these rows.

canonical_smiles	NSD2 HMT inh	DAGLB inh	Arrestin-AP2 inh	Keap1-Nrf2 PPI	CAL PDZ FP-1	LANA DNA inh	DSG3 Ab inh	CAL PDZ FP-2	V-ATPase pHluor	RTF Ca sens inh
O=C(O)CCCC(=O)N(Cc1ccccc1)Cc1ccccc1	5	0	10	1	-3.1	0.3	103	-3	0	6
CC(=O)NC12CC3CC(C1)CC(C(=O)OCC(=O)c1cc(C)n(C)c1C)(C3)C2	2	-2	21	1	-0.9	-0.4	98	x	1	7
Cn1cccc1Cc1nnc(SCC(=O)Nc2ccc3c(c2)OCO3)n1-c1ccc(F)cc1	x	-2	-7	-6	-0.9	1.9	112	-1	0	-7
CCOC(=O)c1ccc(NC(=S)Nc2ccccn2)cc1	x	-2	3	4	x	4.1	99	-4	-2	-5
Cc1cc(C)nc(SCCS(=O)Cc2ccc(Cl)cc2)n1 (configuration not stated)	-2	-2	-1	-3	-0.5	-2.3	96	-4	2	-7
COC(=O)c1cc(S(=O)(=O)Nc2cccc(C)c2C)cn1C	x	0	17	-4	-0.3	-0.3	103	x	11*	-9
Cc1ccc(NC(=S)NC(=O)/C=C/c2ccco2)c(O)c1	11	1	-5	-2	0.5	-0.2	101	-2	3	1
CCn1c(N)c(C(=O)NCc2ccco2)sc1=S	22	4	-20	-2	-0.2	-0.7	103	0	-1	4
COc1ccc(NC(=O)Cc2nnc(SCC(=O)Nc3cc(C)ccc3OC)n2C)cc1	2	-4	-5	5	-0.3	-0.4	102	-4	1	-6
O=C(NCCCn1ccnc1)/C(=C/c1ccco1)NC(=O)c1cccs1	-3	-1	34	-6	-0.8	0.3	99	1	-1	9
CCN(C(=O)COC(=O)/C=C/c1ccc(O)c(OC)c1)C1CCS(=O)(=O)C1 (configuration not stated)	2	1	3	-3	-0.4	1.1	97	-6	0	6
Cc1cccc(S(=O)(=O)Nc2ccc3c(c2)OCCO3)c1	1	0	-13	-7	-5.2	1.0	103	1	1	-1
Clc1ccc(OCCSc2nnnn2C2CCCCC2)cc1	-3	-12	19	-1	-0.5	-1.5	97	-4	-3	-13
O=C(CNS(=O)(=O)c1ccccc1)OCC(=O)c1ccc(F)cc1	1	-2	8	-4	-2.0	-2.3	89	0	5	2
CC(=O)c1c(C)[nH]c(C(=O)OCc2ccc([N+](=O)[O-])cc2)c1C	1	2	-2	-2	-2.5	-0.9	119	x	0	4
CC(C)[Si]1(C(C)C)OCC2OC(n3cnc4c(N)ncnc43)C(N)C2O[Si](C(C)C)(C(C)C)O1 (configuration not stated)	0	1	2	3	-1.2	1.3	x	-3	-6	3
Cc1ccccc1NC(=O)NCCc1c[nH]c2ccccc12	-5	-2	19	3	-0.9	-0.9	92	-2	-2	4
CCCC(C)C(=O)Nc1cc(S(=O)(=O)N2CCCCC2)ccc1N1CCOCC1 (configuration not stated)	-1	-1	6	3	-1.8	0.6	95	-6	-1	4
CCCCN(C(=O)c1ccc(C#N)cc1)c1c(N)n(CCC)c(=O)[nH]c1=O	-1	0	-4	2	-2.2	-2.2	99	0	0	3
COCCN(C(=O)C(C)C)c1nnc(-c2cccc(C)c2)s1	-2	-5	-5	-10	x	0.8	102	-1	-2	-2
CC(=O)c1ccc2oc3ccccc3c(=O)c2c1	x	0	-2	-4	-0.8	0.3	x	2	3	-8
Cc1[nH]c2ccc(F)cc2c(=O)c1SC(F)(F)C(F)F	-4	4	9	4	-3.3	-2.1	95	-7	-2	6
COc1ccc(NC(=O)c2cccnc2)cc1	0	-1	33	2	-1.8	-0.4	112	3	5	2
Cn1c(SCc2cccc(Br)c2)nnc1-c1ccncc1	23	-2	22	0	0.2	0.6	96	-4	-2	-5
O=C(NCc1n[nH]c(=S)n1-c1ccc(Cl)c(Cl)c1)c1ccc(S(=O)(=O)N2CCOCC2)cc1	-2	2	x	4	-1.8	-0.3	104	1	1	-12
O=C(NNC(=O)c1cc2c(s1)CCCC2)c1ccccc1	-1	0	0	2	-2.6	1.2	86	0	0	-6
CCOC(=O)C1CCCN(C(=O)COC(=O)c2cc(=O)c3ccccc3o2)C1 (configuration not stated)	1	6	8	-3	0.4	-0.2	100	2	-3	-2
CC1(CSc2ccccc2)CC(=O)N1 (configuration not stated)	-3	-3	x	x	x	x	105	x	0	x
Cc1ccc(-c2nn3c(-c4ccccc4)nnc3o2)cc1	2	-14	x	x	x	x	102	x	2	x
CCOCCCNC(=O)c1ccc(NC(=O)C2=CSCCO2)cc1	-3	-3	14	1	-2.2	-0.3	100	-4	0	-10
O=C(CSc1ccc2nnc(-c3ccccc3)n2n1)NCc1ccc2c(c1)OCO2	x	-2	15	-4	0.7	0.7	100	x	10	-6
CC1CCc2c(sc3ncnc(NCc4cccnc4)c23)C1 (configuration not stated)	5	2	5	-2	-3.5	0.4	99	0	0	2
O=S(=O)(NCCc1ccccn1)c1cc(Cl)cc(Cl)c1O	1	8	-3	3	0.2	1.5	108	-1	-2	-6
O=S(=O)(c1ccc(Nc2ccc3c(c2)OCO3)nc1)N1CCOCC1	2	2	8	-2	1.0	0.9	x	-3	-4	8
O=C(c1cc2ccccc2cc1OCC(O)CN1CCCCC1)N1CCCCC1 (configuration not stated)	x	4	-3	3	0.2	2.0	103	0	-1	0
COCCNC(=O)c1cccc(Nc2nc(-c3ccccc3)c3cc(Cl)ccc3n2)c1	-38	-2	14	0	-1.7	2.8	107	2	0	-6
COc1ccc(S(=O)(=O)N(CCc2ccccc2)CC(=O)O)cc1OC	-1	4	0	1	0.8	2.1	96	-8	0	7
C#CCN1CC(C)/C(=N/O)CC1C (configuration not stated)	0	-1	6	2	-0.2	-0.4	x	-5	6	-1
O=C(c1cc(S(=O)(=O)N2CCOCC2)ccc1F)N(CCc1ccccc1)Cc1ccccc1	1	-2	-6	6	-2.2	0.3	90	-4	4	-3
O=C(Nc1ccc(Br)cc1)/C(=C/c1cccc([N+](=O)[O-])c1)NC(=O)C1CCCCC1	-1	0	17	6	0.4	-0.8	100	-2	0	6
CN(Cc1cn(C)nc1-c1cccc(Cl)c1)CC1CCCCO1 (configuration not stated)	30	1	5	-3	0.8	2.8	102	3	1	-5
CC1CN(C(=O)c2cc(S(=O)(=O)N3CCCC3)c(Cl)cc2Cl)CC(C)O1 (configuration not stated)	6	1	7	-4	-2.1	-0.2	128	-2	1	-4
CCC(CC)c1nnc(NC(=O)CCc2ccccc2OC)s1	-2	-1	-2	-6	-0.8	0.6	x	4	-3	-10
CC(C)(C)NC(=O)c1cc(NC(=O)c2ccco2)cc(NC(=O)c2ccco2)c1	0	-1	12	-3	x	0.7	90	-4	-3	3
CCCC1=Nc2cc(C(=O)NCc3ccco3)ccc2Sc2ccccc21	0	0	19	-4	-0.3	2.1	96	0	6	4
COc1cc(OC)cc(C(=O)O/N=C(\N)c2cccc(C)c2)c1	x	-14	-10	-6	-2.5	-1.3	101	-1	-1	-3
CCCn1nc(Oc2nc(N(C)C)nc(N(C)C)n2)ccc1=O	-2	-5	14	-5	x	0.4	98	-8	5	1
O=C(N1CCCCC1)N1CCC(c2nc3ccccc3[nH]2)CC1	-4	-1	-1	4	0.2	0.8	99	-3	3	7
CC(=O)Nc1ccc(S(=O)(=O)N(C)CC(=O)OCC(=O)N(C)C2CCS(=O)(=O)C2)cc1 (configuration not stated)	-1	1	1	-7	-2.6	-0.7	102	7	-7	4
O=C(COC(=O)c1cc([N+](=O)[O-])ccc1NCCO)Nc1cccc(S(=O)(=O)N2CCCC2)c1	0	-1	34	2	-2.3	1.1	99	-3	-3	10

Continued:
canonical_smiles	NSD2 HMT inh	DAGLB inh	Arrestin-AP2 inh	Keap1-Nrf2 PPI	CAL PDZ FP-1	LANA DNA inh	DSG3 Ab inh	CAL PDZ FP-2	V-ATPase pHluor	RTF Ca sens inh
CCC(=O)Nc1ccc(NC(=O)CCc2ccccc2)cn1	7	-2	4	-3	-0.5	3.1	98	-2	3	-2
O=C(CN1C(=O)NC2(CCCC2)C1=O)Nc1cc(S(=O)(=O)N2CCOCC2)ccc1OCC(F)(F)F	29	-2	4	0	-1.5	-0.9	102	-1	-6	-10
COCCCN1C(=O)N(c2ccc(F)cc2)C(=O)C1CC(=O)Nc1ccc(OC)cc1 (configuration not stated)	0	-1	-12	4	0.0	-2.8	93	-6	3	-7
Cc1nn(C)c(C(=O)N2CCc3ccccc32)c1Cl	-4	-2	-8	0	-0.6	-0.8	106	-3	1	-8
CC1CC(C)CN(c2ncnc3c2cnn3C)C1 (configuration not stated)	-1	1	23	-1	0.5	1.2	104	0	1	-5
CC(=O)Nc1ccc(SC[C@H](Cc2ccccc2)N2CC[C@@H](C)CCC2=O)cc1	x	2	3	-4	-0.5	-0.3	104	-3	1	-5
COc1cc(CNCCO)cc(Br)c1OCc1cccs1	-1	0	-9	0	-1.3	0.3	76	-2	4	10
O=c1[nH]nc(-c2cc(-c3ccccc3)nc3ccccc23)o1	15	1	x	x	x	x	105	x	-2	x
CCOc1ccc(-c2nc(C)sc2CC(=O)O)cc1	-3	0	1	-8	0.3	-0.1	99	-1	3	-7
